# TPT1 inh: C. albicans TPT1 enzyme inhibition; recombinant caTPT1, FP RNA substrate dephosphorylation; inhibition, % at 5 µM; AID 1962; hit rate 0.81% among 300,000;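 active = inhibition above the mean of all tested compounds plus 3 SD, set per screening campaign, cut at about 24% in these data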;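 note: plate controls were DMSO alone for no effect and ferristatin control at 100 nM for full effect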
# core dimer inh: HCV core protein dimerization inhibition | TR-FRET GST/Flag-core106 dimerization, 1536-well | inhibition, % at 5 µM | hit rate 0.33% among 300,000 | AID 1899;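 active = inhibition above the mean of all tested compounds plus 3 SD, set per screening campaign, cut at about 45% in these data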
#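 Material: GST/Flag-tagged HCV core106 proteins. Incubation: 4 h, 22.5 °C incubation. Read-out basis: inhibition (%) from 671 over 617 nm ratio. Measured by: TR-FRET, excitation 340 nm, emission 617 and 671 nm.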
# Efflux pump inh: antifungal efflux pump inhibition, Nile Red retention. hit rate 0.44% among 330,000. S. cerevisiae Candida pump triplex. AID 485275. inhibition, % at 10 µM;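 active = plate passing quality check with inhibition over a set limit, or well fluorescence over plate mean plus 4 SD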;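 note: Nile Red retained in pooled yeast measured as flow cytometry median fluorescence; 0% = buffer negative control and 100% = Enniatin B positive control; higher means more Nile Red kept so more efflux inhibition; some compounds called inactive have numbers as strong as hits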
# JMJD2C inh: blocks human GASC-1 demethylase activity; hit rate 0.069% among 330,000; inhibition, % at 2.35 µM; Q9H3R0; GST-JMJD2C(1-420) H3K9me3 demethylation, DELFIA europium;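 active = more than half of a compound's replicate wells show inhibition beyond 50%, single wells judged on their own value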;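 note: signal counts dimethyl H3K9 product captured on neutravidin plate; 0% = median of DMSO wells and 100% = 0.3 times that DMSO median; strong numbers were not always called active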
# Target sequence (Q9H3R0 1-420 limits assumed): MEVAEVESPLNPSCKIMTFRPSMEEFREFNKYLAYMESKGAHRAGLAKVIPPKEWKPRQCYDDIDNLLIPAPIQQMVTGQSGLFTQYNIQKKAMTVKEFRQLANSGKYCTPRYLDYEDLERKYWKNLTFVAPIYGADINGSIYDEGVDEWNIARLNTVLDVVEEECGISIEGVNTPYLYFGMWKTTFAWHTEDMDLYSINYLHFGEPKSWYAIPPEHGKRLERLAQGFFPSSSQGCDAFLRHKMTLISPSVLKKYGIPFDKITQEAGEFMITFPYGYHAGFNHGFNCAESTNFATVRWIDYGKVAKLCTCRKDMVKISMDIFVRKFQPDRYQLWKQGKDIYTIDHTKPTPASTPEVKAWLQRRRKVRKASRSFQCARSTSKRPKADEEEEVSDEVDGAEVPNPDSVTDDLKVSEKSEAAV
# PP1 counter: blocks human PP1-alpha phosphatase, a PP5 counter-screen | P62136 | purified PP1alpha, OMFP fluorescence | inhibition, % at 6.7 µM | hit rate 0.9% among 320,000 | AID 2235;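 active = inhibition above the mean inhibition of all tested compounds plus 3 SD, computed separately for each screening campaign, cut at about 15% in these data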
# procasp3 activ: activates human procaspase-3; P42574; recombinant procaspase-3 D3A, Ac-DEVD-pNA absorbance 405 nm; activation, % at 8.5 µM; hit rate 0.11% among 330,000;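 active = activation above the mean of all tested compounds plus 3 SD, cut at about 21% in these data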;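 note: 0% = DMSO alone and 100% = DMSO wells spiked with extra 5 µM PC-3 D3A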
#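 System: Procaspase-3 D3A mutant. Medium: Zinc-free 300 mM NaCl, 50 mM HEPES, 0.01% Triton X-100. Schedule: 1 h preincubation plus 2 h reaction at 25 °C. Measured by: 405 nm absorbance of p-nitroaniline, reads at 0 and 120 min. Read-out: percent activation relative to control range.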
# PP5 primary: PP5 (human) phosphatase inhibition; P53041; purified PP5c, OMFP substrate fluorescence; inhibition, % at 6.7 µM; hit rate 0.18% among 320,000;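 active = inhibition above the campaign's mean inhibition across all tested compounds plus 3 SD, cut at about 9.5% in these data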;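 note: 0% = DMSO only and 100% = 100 µM cantharidin control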
# Target sequence (P53041 whole entry, looked up): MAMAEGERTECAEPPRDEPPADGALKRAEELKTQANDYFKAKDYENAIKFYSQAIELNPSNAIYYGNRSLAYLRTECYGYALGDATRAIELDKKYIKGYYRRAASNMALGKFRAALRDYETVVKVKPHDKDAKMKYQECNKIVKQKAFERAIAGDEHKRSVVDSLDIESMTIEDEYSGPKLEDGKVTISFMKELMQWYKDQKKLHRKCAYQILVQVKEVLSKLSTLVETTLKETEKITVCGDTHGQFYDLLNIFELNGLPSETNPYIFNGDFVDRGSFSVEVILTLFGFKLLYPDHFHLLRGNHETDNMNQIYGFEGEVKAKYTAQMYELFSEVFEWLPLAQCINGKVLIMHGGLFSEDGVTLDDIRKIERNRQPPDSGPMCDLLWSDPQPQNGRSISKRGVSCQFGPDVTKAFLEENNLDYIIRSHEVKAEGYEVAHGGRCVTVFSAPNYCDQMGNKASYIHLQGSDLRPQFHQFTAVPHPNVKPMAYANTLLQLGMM
# Fh CTSL1 inh: counter-screen for PFM18AAP inhibitors: inhibitors of F. hepatica cathepsin L1. recombinant F. hepatica cathepsin L1, Z-Leu-Arg-MCA fluorescence. inhibition, % at 5.96 µM. hit rate 0.49% among 300,000. AID 1906;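 active = inhibition above the mean of all tested compounds plus 3 SD, set per screening campaign, cut at about 17% in these data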;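 note: 0% = plate median of test compound wells and 100% = 1 µM Z-Phe-Ala-diazomethylketone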
# procasp7 counter: counter-screen for procaspase-3 activators: activators of human procaspase-7. AID 463210. P55210. recombinant procaspase-7, Ac-DEVD-pNA absorbance 405 nm; D23A/D198A/D206A triple mutant, cannot self-cleave; scale: DMSO 0, 5 µM enzyme 100. hit rate 0.093% among 330,000. activation, % at 8.5 µM;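 active = percent activation above the screen-wide mean plus 3 SD, cut at about 25% in these data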
#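 Assay system: Uncleavable procaspase-7 mutant enzyme | Input: 2 µM procaspase-7 mutant as dispensed | Timing: 1 h compound preincubation, 2 h substrate cleavage, 25 °C | Repeats: One well per compound | Control set: DMSO wells as 0%, DMSO with 5 µM added PC-7 as 100% | Technique: Epi-absorbance of released pNA at 405 nm, two timepoints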
# The depositor's hits bear a star; nt = not tested or not shown.
SMILES,TPT1 inh,core dimer inh,Efflux pump inh,JMJD2C inh,PP1 counter,procasp3 activ,PP5 primary,Fh CTSL1 inh,procasp7 counter
CCCOc1c(Br)cc(C(=O)OCC(=O)NC(=O)c2cccn2C)cc1OC,nt,nt,-0.2,7,-3,4,1.2,nt,-3
COc1ccc(CCNC(=O)CCN2C(=O)C(C)Oc3ccc(C)cc32)cc1OC (stereo unspecified),-1,-3,0.0,5,-1,-1,-2.7,-3,6
Cc1ccc(SC[C@H](Cc2ccccc2)N2CCN(CC(C)C)CCC2=O)cc1,nt,nt,0.4,0,nt,-3,nt,nt,-3
Oc1ccc2ccccc2c1CNc1cnc2ccccc2c1,0,-6,-0.2,-1,-6,-13,0.7,0,-24
CC(C)NC(=O)CSCc1c(F)cccc1Cl,0,0,0.1,-1,2,-8,1.1,-2,0
COc1ccc(N(CC(=O)Nc2cc(C)on2)S(=O)(=O)c2ccc(Cl)cc2)cc1,-1,11,-0.1,-1,-2,-10,0.3,-1,0
COC(=O)[C@H](Cc1ccccc1)NC(=O)NCCc1ccc(OC)cc1,0,9,-0.1,5,-3,-3,-2.2,-7,1
S=C(Nc1ccc(Cl)cc1Cl)N1CCCCC1,3,-3,16*,-1,-1,-10,0.6,-1,-14
Cc1nc2cc(C(=O)OCC(=O)NC34CC5CC(CC(C5)C3)C4)ccc2n1-c1ccccc1,1,0,0.5,-8,0,-5,4.7,0,-8
CCOc1cccc(-c2nn(-c3ccccc3)cc2/C=C(/C#N)C(=O)NCCCn2ccnc2)c1,2,9,0.0,-4,26*,-2,3.5,4,11
COc1cc(C(=O)Nc2ccc(Nc3ccccc3)cc2)cc(OC)c1OC,-7,-2,0.0,12,-4,4,1.1,-4,-1
Nc1nc(SCC(=O)NC2CCCc3ccccc32)n[nH]1 (stereo unspecified),1,-1,-0.1,11,0,-2,-0.2,-1,5
O=C(NC(=S)NCC1CCCO1)c1ccco1 (stereo unspecified),-2,-2,0.2,-1,-1,-5,-0.1,-6,-2
CC(CCc1ccco1)NC(=O)c1cc2c(-c3ccccc3F)nn(C)c2s1 (stereo unspecified),-2,7,0.3,-13,6,-2,2.6,1,9
CCCC(C(=O)NC1CCCC1)N(Cc1ccccc1Cl)C(=O)c1snc(C(N)=O)c1N (stereo unspecified),-1,9,0.1,-20,-2,2,1.6,1,0
NCCSC1CC(=O)N(c2ccc(Cl)c(Cl)c2)C1=O (stereo unspecified),0,-3,0.1,9,-2,-4,-0.3,0,5
Cc1cc(C)nc(SSc2nc(C)cc(C)n2)n1,2,4,-0.2,-5,-4,-21,0.9,1,-32
CCOc1ccc(N2CC(C(=O)NCCc3c[nH]c4ccc(OC)cc34)CC2=O)cc1 (stereo unspecified),0,0,0.1,-21,3,-1,1.3,-4,1
CCOC(=O)c1sc(NC(=O)CSc2n[nH]c(-c3ccc(Cl)cc3Cl)n2)c(C#N)c1C,0,5,0.1,-16,-2,-4,2.7,-3,10
Cn1c(=O)c2c(nc(Br)n2C)n(C)c1=O,5,0,0.0,2,-2,-7,0.8,-2,22
O=C(c1ccc(S(=O)(=O)N2CCOCC2)cc1)N1CCc2ccccc21,-3,2,0.0,-2,0,2,1.9,0,10
CCN(CC)S(=O)(=O)c1ccc(S(=O)(=O)N2CCN(CCC#N)CC2)cc1,1,0,0.1,-3,-4,9,3.6,-2,-7
CC(=O)Nc1ccc(-c2sc(Nc3cccc4ccccc34)n[n+]2-c2ccccc2)cc1,4,-42,0.0,0,-4,-13,-2.5,-4,-22
COc1ccc(/C=N/N=C2\SC(CC(=O)O)C(=O)N2c2ccccc2)c(OC)c1 (stereo unspecified),2,4,0.0,6,3,5,-2.9,3,4
O=C(CCC(NC(=O)OCc1ccccc1)C(=O)O)OCc1ccccc1 (stereo unspecified),-1,0,0.3,-7,1,-9,-2.2,4,8
COc1ccccc1-c1nc(-c2ccc(Br)cc2)no1,-1,5,-0.1,9,-5,-5,2.2,4,-1
COC(=O)CCCC1=CC2=CC(=O)C(C)(OC(=O)c3cnc4ccccc4n3)C(=O)C2=CO1 (stereo unspecified),-22,23,-0.1,8,6,0,0.8,1,-7
Cc1ccc(CN(Cc2ccccc2)C(=S)Nc2ccccc2C)o1,-1,0,0.3,1,1,-5,2.1,-3,9
CC(=O)N1CCN(C(=O)c2oc3ccccc3c2C)CC1,-1,10,0.1,-17,-3,6,-2.3,0,14
O=C(C1=C(O)C(=O)N(CCOCCO)C1c1cccc([N+](=O)[O-])c1)c1cccs1 (stereo unspecified),-7,2,0.1,0,0,-6,4.9,0,-13
O=C(Cn1nnc(-c2ccc(Cl)cc2)n1)NCc1ccco1,5,1,0.0,-3,1,-7,0.5,-1,3
CCOC(=O)N1CCN(C(=O)CN(c2ccc(Cl)c(C(F)(F)F)c2)S(C)(=O)=O)CC1,0,-3,0.0,3,-7,1,2.8,2,6
Cc1cc(NC(=O)c2cccc(F)c2)no1,-1,-3,-0.1,-4,-2,-5,-1.6,-1,6
COc1ccc(C(=O)ON=C2CCN(c3ccc([N+](=O)[O-])cc3)CC2)cc1,3,13,0.3,-9,-2,-10,4.4,1,-4
C/C(=N\NC(=O)c1cc2ccccc2cc1O)c1ccc(C)o1,4,-7,0.3,-9,4,4,-0.9,6,-12
Cc1nnc(C)n1N,0,-1,-0.1,-8,-5,5,-1.0,0,10
CC(=O)c1cccc(NC(=O)c2ccc(S(=O)(=O)N3CC(C)OC(C)C3)cc2)c1 (stereo unspecified),nt,nt,0.3,-1,-4,0,2.2,nt,0
N#Cc1c(N)nc2c(c1-c1ccccc1)CCCC2,-2,-2,0.0,6,2,4,1.2,-1,13
CCCOc1ccc(C2=NNC(=O)CC2)cc1,1,19,-0.2,0,0,-4,0.5,0,3
Oc1ccccc1-c1cc(-c2ccc3c(c2)OCCO3)n[nH]1,-2,3,0.1,-26,5,0,7.2,-1,-4

# Sorted by SMILES length (high to low): 3 of the compounds above.
SMILES,TPT1 inh,core dimer inh,Efflux pump inh,JMJD2C inh,PP1 counter,procasp3 activ,PP5 primary,Fh CTSL1 inh,procasp7 counter
O=C(CCC(NC(=O)OCc1ccccc1)C(=O)O)OCc1ccccc1 (stereo unspecified),-1,0,0.3,-7,1,-9,-2.2,4,8
Cc1cc(C)nc(SSc2nc(C)cc(C)n2)n1,2,4,-0.2,-5,-4,-21,0.9,1,-32
CCCOc1ccc(C2=NNC(=O)CC2)cc1,1,19,-0.2,0,0,-4,0.5,0,3

# (list continues)
SMILES,TPT1 inh,core dimer inh,Efflux pump inh,JMJD2C inh,PP1 counter,procasp3 activ,PP5 primary,Fh CTSL1 inh,procasp7 counter
Cc1cccc(C)c1NC(=O)CN(C)C(=O)Cc1cccc(C(F)(F)F)c1,0,5,0.0,12,-1,9,2.6,-1,6
COc1ccc(C(c2nnnn2CC2CCCO2)N2CCC(C(N)=O)CC2)cc1 (stereo unspecified),-2,4,-0.1,15,1,3,0.2,0,2
Cn1nccc1NC(=O)Nc1cccc(Br)c1,2,-4,0.0,11,0,-3,2.7,-1,-2
O=C(O)c1nn(-c2ccccc2)ccc1=O,-4,-8,0.1,-4,-2,4,2.8,-1,-2
C=CCNC(=O)c1onc(CS(=O)(=O)c2cc(C)cc(C)c2)c1C(=O)NCC=C,-1,-3,0.1,13,2,6,2.2,1,1
CC(=O)N1c2ccc(S(=O)(=O)N3CCCC3C(=O)NCc3ccccc3Cl)cc2CC1C (stereo unspecified),0,3,-0.1,-9,-4,-1,1.0,8,12
CCN1CCN(c2ccc(N3CCN(C(=O)c4ccc(Br)o4)CC3)nn2)CC1,-2,-7,-0.1,-6,6,7,1.1,-1,-1
Cc1ccc(SCCC(=O)OCC(=O)NCC2CCCCC2)cc1,1,9,0.2,23,-1,-6,3.3,-35,0
CC1CCN(C(=O)C2c3ccccc3C(=O)N3CCc4ccccc4C23)CC1 (stereo unspecified),4,5,0.0,14,0,2,-0.6,-3,2
Cc1ccc(OCCN2C(=O)c3ccccc3C2=O)c(C)c1,-5,2,0.0,2,0,1,1.5,5,2
COC(=O)Cc1c(C)c2ccc(OCC(=O)N(C)C3CCS(=O)(=O)C3)cc2oc1=O (stereo unspecified),0,0,-0.1,-30,-1,3,0.8,6,9
O=C(NC(=S)NCc1cccnc1)c1ccccc1[N+](=O)[O-],1,-4,0.1,5,0,9,1.3,0,4
CC(NO)C(C)(C)NO (stereo unspecified),2,-5,-0.2,-14,-1,1,2.0,-2,-2
CC(=O)c1ccc(S(=O)(=O)Oc2ccc(-c3ccc(C(=O)O)cc3)cc2)cc1,-1,7,-0.1,7,-2,3,2.6,4,-11
Cc1cccc(-c2noc(CN(C)C(=O)COc3ccccc3)n2)c1,2,-2,0.2,-12,0,-1,2.0,0,5
CCC1(C(=O)c2ccccc2)C(c2cccc([N+](=O)[O-])c2)C1(C(=O)OC)C(=O)OC (stereo unspecified),0,3,-0.1,6,1,10,2.3,0,-7
Cc1csc(SCC(=O)Nc2nc(-c3ccccc3)cs2)n1,4,6,0.0,2,-1,-3,2.2,3,10

# For reference, 13 of the compounds above.
SMILES,TPT1 inh,core dimer inh,Efflux pump inh,JMJD2C inh,PP1 counter,procasp3 activ,PP5 primary,Fh CTSL1 inh,procasp7 counter
COc1ccc(C(c2nnnn2CC2CCCO2)N2CCC(C(N)=O)CC2)cc1 (stereo unspecified),-2,4,-0.1,15,1,3,0.2,0,2
Cn1nccc1NC(=O)Nc1cccc(Br)c1,2,-4,0.0,11,0,-3,2.7,-1,-2
O=C(O)c1nn(-c2ccccc2)ccc1=O,-4,-8,0.1,-4,-2,4,2.8,-1,-2
C=CCNC(=O)c1onc(CS(=O)(=O)c2cc(C)cc(C)c2)c1C(=O)NCC=C,-1,-3,0.1,13,2,6,2.2,1,1
CC(=O)N1c2ccc(S(=O)(=O)N3CCCC3C(=O)NCc3ccccc3Cl)cc2CC1C (stereo unspecified),0,3,-0.1,-9,-4,-1,1.0,8,12
CCN1CCN(c2ccc(N3CCN(C(=O)c4ccc(Br)o4)CC3)nn2)CC1,-2,-7,-0.1,-6,6,7,1.1,-1,-1
Cc1ccc(SCCC(=O)OCC(=O)NCC2CCCCC2)cc1,1,9,0.2,23,-1,-6,3.3,-35,0
CC1CCN(C(=O)C2c3ccccc3C(=O)N3CCc4ccccc4C23)CC1 (stereo unspecified),4,5,0.0,14,0,2,-0.6,-3,2
Cc1ccc(OCCN2C(=O)c3ccccc3C2=O)c(C)c1,-5,2,0.0,2,0,1,1.5,5,2
COC(=O)Cc1c(C)c2ccc(OCC(=O)N(C)C3CCS(=O)(=O)C3)cc2oc1=O (stereo unspecified),0,0,-0.1,-30,-1,3,0.8,6,9
O=C(NC(=S)NCc1cccnc1)c1ccccc1[N+](=O)[O-],1,-4,0.1,5,0,9,1.3,0,4
CC(NO)C(C)(C)NO (stereo unspecified),2,-5,-0.2,-14,-1,1,2.0,-2,-2
CC(=O)c1ccc(S(=O)(=O)Oc2ccc(-c3ccc(C(=O)O)cc3)cc2)cc1,-1,7,-0.1,7,-2,3,2.6,4,-11

# From PubChem
